From PubChem
Bim-Bfl-1: inhibitors of Bim binding to Bfl-1, primary screen, biochemical, multiplexed, bead-based flow cytometry. actives 0.12% (n = 190,000). Bim-Bfl-1 binding inhibition. Bcl-2-related protein A1 (Homo sapiens), Q16548. inhibition, % at 10 µM. AID 1008, 2008;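 further: 0% = wells without compound plus tracer and 100% = blocker peptide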
Avidin fluor: green autofluorescence of compounds with avidin beads – biophysical, 488/530 nm, flow cytometry, artefact control, profiling panel | AID 1775, 2009 | fluorescence (KMESF) at 10 µM | actives 0.38% (n = 220,000) | compound fluorescence 488/530 nm; stronger effect = higher value; in the data active means fluorescence above about 47; further: inactives centre near 10
Bcl-B Bim block: inhibitors of Bim-Bcl-B binding, primary screen, biochemical, multiplexed, human Bcl-2 family; Bcl-2-like protein 10 (Homo sapiens), Q9HD36; actives 0.073% (n = 190,000); bead-based flow cytometry, Bim peptide-Bcl-B binding; inhibition, % at 10 µM;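 further: 0% = tracer peptide without compound and 100% = reference inhibitor peptide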
Target sequence (Q9HD36 whole entry, looked up): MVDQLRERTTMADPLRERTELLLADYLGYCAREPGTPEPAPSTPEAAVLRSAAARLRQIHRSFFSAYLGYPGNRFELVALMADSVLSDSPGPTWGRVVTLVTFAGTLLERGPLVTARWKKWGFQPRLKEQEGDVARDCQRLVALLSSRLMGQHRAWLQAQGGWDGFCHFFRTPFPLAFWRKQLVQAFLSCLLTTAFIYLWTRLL
RGS4-Gao reg: modulators of RGS4 binding to Galphao, primary screen, biochemical, multiplexed bead flow cytometry. Guanine nucleotide-binding protein G(o) subunit alpha (Homo sapiens), P09471. actives lie on both sides. binding response (% of control), % at 10 µM. actives 0.33% (n = 220,000); in the data active means binding response below about 49% or above about 150%; inactive means in between;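 further: fluorescent Galphao activated with aluminum fluoride binding bead-coupled RGS4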
Target sequence (P09471 whole entry, looked up): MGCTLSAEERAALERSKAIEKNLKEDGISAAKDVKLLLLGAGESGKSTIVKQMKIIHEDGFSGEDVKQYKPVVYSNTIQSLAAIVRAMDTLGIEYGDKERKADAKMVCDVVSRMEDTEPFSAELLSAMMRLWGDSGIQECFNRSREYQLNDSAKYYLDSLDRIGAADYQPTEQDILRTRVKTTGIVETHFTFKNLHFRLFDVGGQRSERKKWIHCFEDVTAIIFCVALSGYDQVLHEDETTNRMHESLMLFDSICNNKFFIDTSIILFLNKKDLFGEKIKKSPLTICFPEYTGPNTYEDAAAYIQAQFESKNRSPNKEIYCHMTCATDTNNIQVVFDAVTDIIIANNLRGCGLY
Bcl-2 Bim block: inhibitors of Bim-Bcl-2 binding, primary screen, biochemical, multiplexed, human Bcl-2 family; actives 0.06% (n = 190,000); inhibition, % at 10 µM; Bead-based flow cytometry, Bim peptide-Bcl-2 binding; in the data active means inhibition above about 40%; inconclusive means no clear call, values can overlap the other calls;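 further: 0% = no compound wells with probe peptide and 100% = reference peptide inhibitor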
Target sequence (P10415 whole entry, looked up): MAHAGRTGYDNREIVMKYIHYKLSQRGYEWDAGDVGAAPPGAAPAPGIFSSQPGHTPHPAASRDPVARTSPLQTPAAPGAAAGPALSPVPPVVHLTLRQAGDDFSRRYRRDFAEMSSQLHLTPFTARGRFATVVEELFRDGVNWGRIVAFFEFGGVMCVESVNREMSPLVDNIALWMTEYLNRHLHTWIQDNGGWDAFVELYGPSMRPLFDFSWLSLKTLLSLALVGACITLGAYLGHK
ABCB1 inh: ABCB1 efflux pump inhibitors, primary screen, cell-based, multiplex, flow cytometry, ABCG2 counter-screen | CCRF-Adr cells, JC-1 efflux | inhibition, % at 6.6 µM | actives 0.067% (n = 190,000) | AID 1326, 2008; in the data active means inhibition above about 40%;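 further: 0% = vehicle and 100% = reference inhibitor; higher value means more JC-1 retained so stronger ABCB1 efflux block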
GSH bead fluor: compound fluorescence on glutathione beads, profiling panel, artefact control, biophysical, 488/530 nm, flow cytometry | GSH beads flow cytometry, compound fluorescence 488/530 nm; stronger effect = higher value | fluorescence (KMESF) at 10 µM | actives 0.25% (n = 190,000) | AID 1776, 2009; in the data active means fluorescence above about 89;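 further: glutathione beads carrying GST-tagged Bcl family fusion proteins plus one bare bead set; values are compound well signal with DMSO vehicle wells as background; inactives centre near 16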
Bim-Bcl-W: inhibitors of Bim binding to Bcl-W, primary screen, biochemical, multiplexed, bead-based flow cytometry | Bcl-2-like protein 2 (Homo sapiens), Q92843 | Bim peptide-Bcl-W binding | inhibition, % at 10 µM | actives 0.02% (n = 190,000) | AID 952, 2007;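 further: 0% = bound tracer without compound and 100% = peptide blocker; higher means less fluorescent Bim peptide bound to Bcl-W beads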
Target sequence (Q92843 whole entry, looked up): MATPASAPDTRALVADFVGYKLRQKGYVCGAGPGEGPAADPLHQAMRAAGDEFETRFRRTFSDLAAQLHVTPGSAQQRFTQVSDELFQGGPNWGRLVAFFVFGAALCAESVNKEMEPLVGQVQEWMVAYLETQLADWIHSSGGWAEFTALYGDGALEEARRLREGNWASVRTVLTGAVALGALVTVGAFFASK
ABCG2 block: ABCG2 efflux pump inhibitors, primary screen, multiplex with ABCB1, IgMXP3 cells, flow cytometry; Broad substrate specificity ATP-binding cassette transporter ABCG2 (Homo sapiens), Q9UNQ0; JC-1 efflux; inhibition, % at 6.6 µM; actives 0.1% (n = 190,000);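 active means inhibition above 80%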;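 further: 0% = DMSO and 100% = nicardipine control wells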
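Test system: IgMXP3 (ABCG2) plus far-red-tagged CCRF-Adr (ABCB1) cells / Amount: 3 million cells/mL in well / Reagent: JC-1 transporter substrate / Timing: 10 min compound exposure, 25 °C / Signal: flow cytometry, 530 nm JC-1 signal / Read-out: percent efflux inhibition, scaled nicardipine 100% to DMSO 0% / Benchmarks: nicardipine as high control, DMSO as low control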
Bcl-XL Bim block: inhibitors of Bim-Bcl-XL binding, primary screen, biochemical, multiplexed, bead flow cytometry, human Bcl-XL; Bim peptide-Bcl-XL binding, fluorescence; inhibition, % at 10 µM; actives 0.04% (n = 190,000); AID 1007, 2008
RGS7-Gao: RGS7-Galphao binding modulators, primary screen, biochemical, multiplexed bead flow cytometry. actives lie on both sides. binding response (% of control), % at 10 µM. actives 0.35% (n = 220,000). AID 1439, 2008; in the data active means binding response below about 49% or above about 150%; inconclusive means no clear call, values can overlap the other calls; inactive means in between;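 further: fluorescent Galphao held in activated GDP-AlF4 state binding bead-coupled RGS7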
Starred values were filed as active, the others as inactive; ? = inconclusive. Unless noted, no stated cut-off is given here; in the data, active means inhibition above about 40%.

SMILES	Bim-Bfl-1	Avidin fluor	Bcl-B Bim block	RGS4-Gao reg	Bcl-2 Bim block	ABCB1 inh	GSH bead fluor	Bim-Bcl-W	ABCG2 block	Bcl-XL Bim block	RGS7-Gao
CCOc1ccc(CN(C)CC(=O)Nc2ccc3c(c2)CCC3)cc1OC	-3	27	0	98	-1	1.3	24	1	5	0	100
Nc1cc2c(cc1C(=O)c1ccccc1F)OCCO2	-4	10	-5	91	-2	0.4	15	-2	27	0	?
CCOc1ccc(NC(=S)NCc2ccc3[nH]c(C)cc3c2)cc1	-8	22	-2	101	-4	-0.5	10	-4	-1	-2	102
COc1ccc(Cl)cc1S(=O)(=O)NC1CC(C)(C)NC(C)(C)C1	9	10	1	95	7	-0.6	16	0	0	-2	99
Cc1nnc(NC(=O)c2ccccc2F)s1	-14	11	-14	96	-8	0.0	32	-5	3	-11	93
Cc1cc(C)n2nc(C(=O)N3CCN(Cc4ccc5c(c4)OCO5)CC3)nc2n1	0	12	-2	100	-2	-0.1	14	-2	0	0	104
O=C(/C=C1\NC2(CCCC2)Cc2ccccc21)C(=O)N/N=C/c1ccccc1O	-1	13	-6	95	-4	-0.6	11	-1	-6	-6	96
Cc1cc([N+](=O)[O-])nn1CC(=O)N1c2ccccc2CC1C (stereo unspecified)	-14	12	-8	98	-8	0.7	13	-1	11	-6	105
Cc1ccc(NC(=S)NNC(=O)CSc2nnc(-c3ccc(Cl)cc3)n2C2CCCCC2)cc1	-6	14	4	100	-2	0.6	9	0	0	-2	98
COc1ccccc1-n1cnnc1SC(C)C(=O)Nc1cccc([N+](=O)[O-])c1 (stereo unspecified)	-15	15	-9	95	-9	1.2	18	-4	5	-6	96
CCOc1ccc(NS(=O)(=O)c2ccc(NC(=O)c3cccnc3)c(OC)c2)cc1	1	12	1	103	3	-0.5	12	5	-1	1	?
COc1ccc(NS(=O)(=O)c2ccc(N3CCOCC3)c(NC(=O)c3ccc(OC)cc3)c2)cc1	0	13	-2	104	1	1.1	9	0	13	-5	105

Reprinted at random: 5 entries already listed.
SMILES	Bim-Bfl-1	Avidin fluor	Bcl-B Bim block	RGS4-Gao reg	Bcl-2 Bim block	ABCB1 inh	GSH bead fluor	Bim-Bcl-W	ABCG2 block	Bcl-XL Bim block	RGS7-Gao
Nc1cc2c(cc1C(=O)c1ccccc1F)OCCO2	-4	10	-5	91	-2	0.4	15	-2	27	0	?
COc1ccccc1-n1cnnc1SC(C)C(=O)Nc1cccc([N+](=O)[O-])c1 (stereo unspecified)	-15	15	-9	95	-9	1.2	18	-4	5	-6	96
CCOc1ccc(CN(C)CC(=O)Nc2ccc3c(c2)CCC3)cc1OC	-3	27	0	98	-1	1.3	24	1	5	0	100
COc1ccc(Cl)cc1S(=O)(=O)NC1CC(C)(C)NC(C)(C)C1	9	10	1	95	7	-0.6	16	0	0	-2	99
Cc1cc([N+](=O)[O-])nn1CC(=O)N1c2ccccc2CC1C (stereo unspecified)	-14	12	-8	98	-8	0.7	13	-1	11	-6	105

Returning to the listing; the six compounds before the break are reprinted first.
SMILES	Bim-Bfl-1	Avidin fluor	Bcl-B Bim block	RGS4-Gao reg	Bcl-2 Bim block	ABCB1 inh	GSH bead fluor	Bim-Bcl-W	ABCG2 block	Bcl-XL Bim block	RGS7-Gao
O=C(/C=C1\NC2(CCCC2)Cc2ccccc21)C(=O)N/N=C/c1ccccc1O	-1	13	-6	95	-4	-0.6	11	-1	-6	-6	96
Cc1cc([N+](=O)[O-])nn1CC(=O)N1c2ccccc2CC1C (stereo unspecified)	-14	12	-8	98	-8	0.7	13	-1	11	-6	105
Cc1ccc(NC(=S)NNC(=O)CSc2nnc(-c3ccc(Cl)cc3)n2C2CCCCC2)cc1	-6	14	4	100	-2	0.6	9	0	0	-2	98
COc1ccccc1-n1cnnc1SC(C)C(=O)Nc1cccc([N+](=O)[O-])c1 (stereo unspecified)	-15	15	-9	95	-9	1.2	18	-4	5	-6	96
CCOc1ccc(NS(=O)(=O)c2ccc(NC(=O)c3cccnc3)c(OC)c2)cc1	1	12	1	103	3	-0.5	12	5	-1	1	?
COc1ccc(NS(=O)(=O)c2ccc(N3CCOCC3)c(NC(=O)c3ccc(OC)cc3)c2)cc1	0	13	-2	104	1	1.1	9	0	13	-5	105
O=c1cc(CSc2nnc(Nc3ccccc3)s2)nc2sccn12	-12	8	-6	99	-6	0.6	10	4	6	-1	100
COc1ccc(CCNC(=O)CNS(=O)(=O)c2cccs2)cc1OC	-17	11	-9	101	-5	0.3	34	-3	5	-8	99
Nc1nc(N)nc(-c2ccc(Cl)cc2)n1	-9	10	-2	101	-4	0.3	37	-1	0	-23	97
CCOc1ccc(-c2cc(C(=O)Nc3ccc4c(c3)OCCO4)c3ccccc3n2)cc1	-9	11	-4	101	-4	2.5	33	0	3	5	102
Cc1cc(NS(=O)(=O)c2ccc(C3CCCCC3)cc2)no1	0	7	0	100	0	0.4	18	-3	3	2	102
C=C(C)CN(CC)C(=O)CSc1nc(O)cc(=O)n1C1CCCC1	0	24	-1	103	0	1.6	27	2	6	1	103
COc1ccc(Cc2nc(C(=O)Nc3ccccc3)cs2)cc1	0	13	0	97	0	0.4	15	0	2	0	103
COc1cc(OC)cc(C(=O)NCc2n[nH]c(=S)n2-c2ccccc2)c1	-12	10	-22	101	-10	-0.1	33	-2	-1	-5	110
O=C(CN(Cc1ccccc1)C(=O)c1ccc2c(c1)OCCO2)NCc1ccc2c(c1)OCO2	-6	14	-9	97	-6	2.6	15	0	11	-3	100
O=C(NCc1cc(Br)cc(Br)c1OC(=O)c1ccccc1[N+](=O)[O-])c1ccccc1	-14	7	-12	100	-7	0.7	20	-6	1	-7	97
N#CC1=C2SCN(Cc3ccco3)CN2C(=O)CC1c1cccc2ccccc12 (stereo unspecified)	10	6	-10	98	0	-0.2	21	2	0	-4	95
O=C(OCn1nnc2ccccc2c1=O)C1COc2ccccc2O1 (stereo unspecified)	-1	14	-1	103	-1	0.6	17	-2	4	-3	100
O=C(Nc1nc(-c2ccccc2)c(C(=O)c2ccccc2)s1)c1ccc(S(=O)(=O)N2CCCCC2)cc1	1	5	-2	100	3	-5.1	10	0	-13	-3	101
O=C(/C=C/c1ccco1)NCCCN1CCOCC1	-2	10	-5	93	-2	-0.1	13	-3	0	-1	100
COC(=O)C1(C(F)(F)F)N=C(C(F)(F)F)Nc2ccc(Cl)cc21 (stereo unspecified)	0	5	-7	101	-1	1.3	25	0	5	-4	99
Cc1cc(Oc2ccc(C#N)cc2)nc(N2CCOCC2)n1	-1	24	2	41*	-5	0.9	12	-1	7	-1	43*
C=CCc1cccc2cc(C(=O)NC3=C(C#N)CCC3)c(=O)oc12	-10	4	-8	93	-10	-0.7	36	-5	3	-4	97
Cc1cc(NC(=O)CSc2nncn2-c2ccccc2)no1	-2	5	0	96	0	0.9	18	-1	1	1	95
NC(=O)C1CCCN(C(=O)Nc2cccc3ccccc23)C1 (stereo unspecified)	0	32	0	101	0	-0.3	14	-1	-1	-1	98
CCCOc1ccc(N2C(=O)CC(N3CCN(CCN=CC4=C(O)CC(C)(C)CC4=O)CC3)C2=O)cc1 (stereo unspecified)	-3	10	4	102	4	0.4	26	4	2	2	98
COc1ccc(C2C3=C(CCCC3=O)Nc3nc(SCc4ccc(C(=O)O)cc4)nn32)cc1OC (stereo unspecified)	-9	7	-4	102	-6	0.1	26	0	1	-2	101
COc1cc(S(=O)(=O)N(Cc2ccccc2)Cc2ccccn2)ccc1-n1cnnn1	7	4	3	96	-4	0.3	22	0	0	-5	97
Cc1ccc(C(=O)c2cn[nH]c2-c2ccccc2O)cc1	-16	15	-12	101	-7	0.3	35	0	23	-7	99
CS(=O)(=O)c1ccc(Cl)c(C(=O)O)c1	0	14	0	99	-3	0.3	13	1	1	3	94
CCOC(=O)C(C)Oc1ccc(OCc2ccccc2)cc1 (stereo unspecified)	-6	21	-1	96	1	0.7	21	2	2	-1	101
Cn1c(=O)[nH]c(=O)c2c1nc(N1CCCCCC1)n2CCCSc1nc2ccccc2o1	-6	31	-10	103	-5	12	23	-4	31	-11	98
COc1cc(O)sc1C=Nc1ccc(Cl)cc1	-1	10	-3	101	1	0.6	12	1	3	2	?
CCOc1ncccc1C(=O)OCC(=O)NCCc1ccccc1	-14	14	-8	100	-9	0.2	33	0	20	-6	98
Cn1cnc([N+](=O)[O-])c1Nc1ccccc1O	2	21	-1	105	-14	0.6	15	-1	2	-2	100
CSc1cnc2c(=O)[nH]c(=O)n(C)c2n1	0	6	-4	98	1	0.7	9	-2	2	-7	99
COC(=O)COc1ccc(S(=O)(=O)NCc2cccnc2)cc1	-9	14	-3	103	-9	0.4	30	3	5	-3	103
O=S(=O)(Nc1nc2ccccc2nc1NCC1CCCO1)c1cccs1 (stereo unspecified)	1	5	0	97	1	0.2	55	0	0	-4	97
O=C(CSc1nc2ccccc2[nH]1)N1c2ccccc2Sc2ccccc21	1	4	-6	96	-2	0.3	5	-2	-2	-1	96
COc1ccc(C(=O)N2CCC(C(=O)c3ccc(F)cc3)CC2)cc1	0	7	-4	100	-4	1.2	25	-5	4	-3	103
O=C(/C=C/c1cccc(F)c1)Nc1cc(S(=O)(=O)N2CCOCC2)ccc1N1CCCC1	-1	2	-3	100	-4	-0.1	8	-3	-2	-4	99
CCn1c(=O)c2cc(C(=O)N3CCCC3)sc2c2ccccc21	1	8	-1	100	-1	4.9	20	-3	7	-1	104
Cc1ccc(NC(=O)CSc2ncccn2)c([N+](=O)[O-])c1	5	14	1	102	5	1.2	26	1	6	5	100
CCn1c(=O)cc(SCC(=O)N2CCN(C3CCCCC3)CC2)c2ccccc21	-1	13	0	99	0	0.7	19	2	1	1	101
